Screens from PubChem BioAssay.
DTT redox prof: compounds producing H2O2 with reducing agent – biochemical, NIH compound library profiling, artefact control for MLSCN library redox annotation, primary screen | AID 878, 2007 | 0.03% of 200,000 active | activation, % at 10 µM | DTT-dependent redox cycling H2O2, phenol red/HRP absorbance; 100% = 100 µM peroxide control, 0% = buffer;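 active = activation of at least 50% relative to the plate's high and low controls in the primary single-dose screen; inactive = activation below 50%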;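 also: compound incubated with DTT at 0.8 mM final as the reducing agent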
ROMK primary: ROMK potassium channel modulators, primary screen, cell-based, thallium flux, MLSMR library. ATP-sensitive inward rectifier potassium channel 1 (Homo sapiens), P48048. Tet-inducible ROMK, thallium flux fluorescence; actives lie on both sides. B-score at 10 µM. 2% of 130,000 active;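 active = signal ratio slope over the read window, or its plate-corrected B-score, at least 3 SD from the plate mean, either direction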;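 also: B-score of the F/F0 ratio slope over 7 to 12 s after thallium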
Target sequence (P48048 whole entry, looked up): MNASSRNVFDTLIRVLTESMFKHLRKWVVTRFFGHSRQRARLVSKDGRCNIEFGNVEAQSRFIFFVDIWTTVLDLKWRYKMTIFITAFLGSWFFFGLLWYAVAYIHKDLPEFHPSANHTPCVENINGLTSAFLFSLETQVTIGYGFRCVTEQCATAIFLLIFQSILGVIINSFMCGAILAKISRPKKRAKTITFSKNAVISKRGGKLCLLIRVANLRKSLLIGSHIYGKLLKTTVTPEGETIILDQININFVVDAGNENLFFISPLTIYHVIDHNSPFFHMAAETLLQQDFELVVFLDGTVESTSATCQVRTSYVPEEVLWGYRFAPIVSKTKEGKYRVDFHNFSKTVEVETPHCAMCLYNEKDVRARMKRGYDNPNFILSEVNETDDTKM
PPARg SRC1 recr: PPARgamma agonists recruiting SRC-1 coactivator, primary screen, biochemical; Peroxisome proliferator-activated receptor gamma (Homo sapiens), P37231; PPARgamma-SRC-1 coactivator recruitment biochemical assay; activation, % at 8 µM; 0.41% of 200,000 active; AID 631, 2007; in the data active = activation above about 19%;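 also: 0% = DMSO and 100% = reference agonist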
Target sequence (P37231 whole entry, looked up): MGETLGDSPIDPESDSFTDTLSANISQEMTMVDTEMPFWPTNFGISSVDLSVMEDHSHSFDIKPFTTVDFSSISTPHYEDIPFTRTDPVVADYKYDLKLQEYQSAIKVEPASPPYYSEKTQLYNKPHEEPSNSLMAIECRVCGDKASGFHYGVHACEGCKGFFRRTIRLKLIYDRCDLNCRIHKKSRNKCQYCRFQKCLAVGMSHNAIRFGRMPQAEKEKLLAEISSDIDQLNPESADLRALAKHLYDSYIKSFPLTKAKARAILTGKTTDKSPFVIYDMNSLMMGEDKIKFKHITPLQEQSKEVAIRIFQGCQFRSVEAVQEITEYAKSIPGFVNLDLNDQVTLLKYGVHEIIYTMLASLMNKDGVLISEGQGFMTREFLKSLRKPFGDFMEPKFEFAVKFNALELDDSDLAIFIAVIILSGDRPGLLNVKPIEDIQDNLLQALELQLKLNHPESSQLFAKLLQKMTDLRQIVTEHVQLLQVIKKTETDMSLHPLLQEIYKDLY
SRC2 TRFRET art: TR-FRET signal artefacts, primary screen, artefact control for PPARgamma SRC-2 agonist project, biochemical | 0.4% of 200,000 active | AID 1049, 2008 | TR-FRET artefact counter-screen; stronger effect = higher value | TR-FRET ratio at 8 µM; in the data active = TR-FRET ratio above about 2000; also: inactives centre near 1500
Efa HMGR inh: inhibitors of E. faecalis class II HMGR, primary screen, biochemical, Enterococcus faecalis; purified E. faecalis HMGR, NADPH absorbance 340 nm kinetic; inhibition, % at 10 µM; 0.41% of 190,000 active;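 active = inhibition above a set limit, the median over all tested compounds plus 3 SD, cut at about 9.5% in these data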;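 also: enzyme runs in reverse so mevalonate oxidation gives rising NADPH absorbance; 0% = complete reaction with DMSO and 100% = background rate lacking mevalonate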
L major viab: Leishmania major promastigote growth inhibition, primary screen; Leishmania major promastigotes, resazurin fluorescence viability; inhibition, % at 10 µM; 9% of 200,000 active; in the data active = inhibition above about 50%;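 also: promastigotes grown with compound for 44 hours at 28 °C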
PPARg SRC2 recr: agonists of PPARg-SRC-2 recruitment, primary screen, biochemical, HTS; PPARgamma LBD-SRC-2 recruitment; activation, % at 8 µM; 0.34% of 200,000 active; in the data active = activation above about 22%;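 also: 0% = vehicle and 100% = reference agonist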
RAM inhibit: inhibitors of the yeast RAM network, primary screen, dse1pr::URA3 reporter, 5-FOA selection; S. cerevisiae dse1pr::URA3 reporter, 5-FOA growth OD615, 2 d; analog-sensitive cbk1-as2 kinase mutant strain; inhibition, % at 50 µM; 1.8% of 190,000 active;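 active = inhibition above a set limit, 3 SD over mean compound inhibition, cut at about 8.4% in these data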;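 also: 0% = DMSO-only wells with no growth and 100% = 10 µM 1-NA-PP1 full growth; inhibition rescues growth on 5-FOA so higher OD means more RAM inhibition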
PPARg SRC3 recr: PPARgamma agonists recruiting SRC-3 coactivator, primary screen, biochemical; Peroxisome proliferator-activated receptor gamma (Homo sapiens), P37231; biochemical PPARgamma/SRC-3 coactivator recruitment assay; activation, % at 8 µM; 0.26% of 200,000 active; AID 731, 2007; in the data active = activation above about 23%;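 also: 0% = DMSO and 100% = reference agonist; some compounds past the cut are filed as inactive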
bIAP inhibitor: bovine intestinal alkaline phosphatase inhibitors, primary screen, selectivity assay for TNAP inhibitor project, biochemical, bovine IAP, CDP-star luminescence | purified bovine IAP, 30 min | 190,000 tested, under 10 active | alkaline phosphatase, intestinal [Bos taurus] | inhibition, % at 20 µM;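 active = over 50% inhibition of intestinal alkaline phosphatase at 20 µM in the single-dose screen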
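System: purified bovine intestinal alkaline phosphatase (IAP) enzyme; Input: IAP diluted 1/65,000,000 in the well; Measured by: CDP-star luminescence signal; Compound dosing: 20 µM single dose; Incubation: 30 min reaction at room temperature.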
S1P3 antagonist: S1P3 receptor antagonists, primary screen, cell-based. Sphingosine 1-phosphate receptor 3 (Homo sapiens), Q99500. CHO S1P3 NFAT-BLA reporter, FRET fluorescence, antagonist mode. 0.27% of 170,000 active. inhibition, % at 4.98 µM;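 active = inhibition above the plate cutoff, the mean inhibition of test wells on that plate plus 3 SD, cut at about 28% in these data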;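 also: cells challenged with S1P at its EC80 of 0.8 µM; blue over green emission ratio from cleaved BLA substrate after 4 h stimulation; 0% = S1P-stimulated wells and 100% = unstimulated DMSO-only wells; some compounds past the cut are filed as inactive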
Starred values were filed as active, the others as inactive; nt = not tested or not shown.

SMILES	DTT redox prof	ROMK primary	PPARg SRC1 recr	SRC2 TRFRET art	Efa HMGR inh	L major viab	PPARg SRC2 recr	RAM inhibit	PPARg SRC3 recr	bIAP inhibitor	S1P3 antagonist
COC(=O)c1c(NC(=O)c2c(-c3ccccc3Cl)noc2C)sc2c1CCC2	0.2	-0.67	9	1898	-1	3	6	5.5	4	0	nt
CC(=O)N(CCC(Cc1ccccc1)c1ccc2c(c1)OCO2)Cc1ccc(Cl)cc1 (stereo not drawn)	0.8	nt	1	1532	-7	16	12	7.4	9	3	nt
CC12COC3(C(=O)NCCc4ccccc4)CC1CCC32C (stereo not drawn)	0.0	0.032	-4	1573	-10	-1	3	-0.5	0	6	12
COc1ccc2nnc(-c3ccccc3)n2n1	-0.3	nt	-2	1462	-2	2	8	0.8	-3	19	7
COc1ccc(CCNC(=O)C2Cc3ccccc3C(=O)O2)cc1 (stereo not drawn)	-1.0	0.16	11	1516	-8	15	3	3.8	-2	-3	4
Cc1c(C(=O)NCc2ccc(S(N)(=O)=O)cc2)oc2ccc(Cl)cc12	0.6	1.4	8	1758	-1	-3	-2	2.8	3	-1	6
COc1ccc(C2C(C(=O)Nc3cc(C)on3)c3ccccc3C(=O)N2C)cc1 (stereo not drawn)	-0.9	-1.5	1	1587	-2	-3	6	1.6	7	-2	nt
C=C(C)CN(CC)CCC(=O)Nc1ccc(OC)cc1OC	-0.1	0.03	-4	1484	-2	3	1	0.7	-2	-3	nt
CCN(C1CCCCC1)S(=O)(=O)c1ccc(S(=O)(=O)NCc2ccncc2)cc1	1.2	-3.2	6	1492	-2	8	16	0.5	10	4	17
CCOC(=O)c1sc2cccc(F)c2c1N	0.7	-0.27	1	1578	-1	-2	9	0.2	3	30	nt
COc1ccc(NC(=O)CCNS(=O)(=O)c2ccc3c(c2)c(=O)n(C)c(=O)n3C)cc1OC	-1.5	0.73	4	1548	-5	-9	3	1.8	1	-17	-11
COc1cc(Br)c(CCNC(=O)c2ccco2)cc1OC	-0.4	nt	-3	1617	-1	2	-5	0.6	0	5	0
OCCN1CCN(CC#CCn2c3ccccc3c3ccccc32)CC1	-2.1	nt	4	1608	-3	64*	3	-0.1	21	8	-18
COc1cc(-c2nnc(-c3ccc(N4CCOCC4)cc3)o2)cc(OC)c1OC	2.3	-0.57	4	1414	1	7	-2	2.4	-6	-1	12
O=C1C(=O)N(CCCn2ccnc2)C(c2cccnc2)/C1=C(/O)c1ccc(Br)cc1 (stereo not drawn)	-3.1	nt	-1	1606	nt	-3	2	nt	3	nt	nt
CN1CCCN(c2ccc([N+](=O)[O-])cc2)CC1	-0.2	nt	-12	1365	0	27	-8	1.3	0	18	-3
O=C(c1ccc(F)cc1F)N1CCN(c2n[nH]c(=O)[nH]c2=O)CC1	0.0	-0.077	-4	1502	0	-11	1	0.5	0	8	-27
CCOC(=O)N1CCN(c2c(N3CCN(c4cc(C)ccc4C)CC3)c(=O)c2=O)CC1	-3.0	nt	10	1544	1	2	-4	2.5	2	4	nt
COCCNC(=O)NC(=O)CN1CCCc2ccccc21	-1.7	0.11	0	1734	-6	-1	4	-0.2	3	-7	8
O=C(Nc1nccs1)C1CCCN(S(=O)(=O)c2cccc3cccnc23)C1 (stereo not drawn)	-1.6	nt	0	1630	-7	-1	1	1.7	0	8	3
CC(C)OC(=O)CCC(=O)Nc1ccc(F)cc1	-2.0	0.53	7	1668	-5	3	-4	-0.1	2	4	-3
CCOC(=O)c1cccc(NC(=O)/C=C/c2ccc3c(c2)OCO3)c1	0.0	-0.35	-2	1684	1	9	3	6.2	7	0	16
Cc1oc2c(c1C(=O)NCCCC(=O)O)CCCC2	0.3	-0.78	1	1443	1	0	2	0.5	-2	6	nt
c1ccc2cc3[nH]c(CN4CCCCC4)nc3cc2c1	-1.4	nt	nt	nt	-5	15	nt	0.2	nt	-11	-5
NC(=S)Nc1ncc(CCN2CCOCC2)c(-c2ccc(F)cc2)n1	-0.8	0.44	5	1498	-4	-1	-4	1.0	-1	-8	-1
The list goes on.
SMILES	DTT redox prof	ROMK primary	PPARg SRC1 recr	SRC2 TRFRET art	Efa HMGR inh	L major viab	PPARg SRC2 recr	RAM inhibit	PPARg SRC3 recr	bIAP inhibitor	S1P3 antagonist
COc1ccc(CCNc2oc(-c3ccccc3OC)nc2C#N)cc1	2.1	0.55	2	1486	1	20	3	5.4	3	-4	-11
O=C(Nc1nnc(C2CC2)o1)c1ccc(S(=O)(=O)N2CCc3ccccc3C2)cc1	0.8	0.33	2	1473	-2	0	-7	0.6	-3	-17	-22
O=C(CCCC(=O)OCC(=O)c1ccc(F)cc1)Nc1cc(C(F)(F)F)ccc1Cl	-0.6	0.0027	-2	1502	-5	-2	-8	0.5	-11	1	nt
Cc1ccc(NC(=O)CN2C(=O)C3C4C=CC(C4)C3C2=O)cc1S(=O)(=O)N(C)C (stereo not drawn)	-0.3	nt	-2	1549	-8	37	0	-0.3	8	-9	-14
COc1cc(C2Nc3ccccc3C(=O)N2c2ccccc2)c(Br)cc1OCC(=O)O (stereo not drawn)	0.1	-0.022	13	1510	-5	-7	6	0.3	1	-2	-14
Cc1ccc(-n2c(SCC(=O)Nc3ccc4c5c(cccc35)CC4)nc(O)c(C)c2=O)cc1	0.2	-0.21	1	1459	1	-7	-2	4.9	2	21	-5
CCN(CC)S(=O)(=O)c1ccc(N2CCN(c3cccc(OC)c3)CC2)c([N+](=O)[O-])c1	1.0	0.38	-2	1189	0	100*	4	13*	2	7	-2
CCCCCCC(=O)N1CCN(c2cc3c(cc2F)c(=O)c(C(=O)O)cn3CC)CC1	0.8	-0.078	-4	1366	nt	0	2	nt	2	nt	nt
O=C(c1ccc(COc2ccccc2Cl)o1)N1CCN(c2ccccc2)CC1	-0.9	nt	-3	1688	-4	1	0	6.2	-1	-5	16
COc1ccc2c(c1O)Cc1ccccc1C2=O	0.6	-0.5	7	1592	-2	-3	9	3.5	2	10	-22
CC(C)(C)N1C(=O)c2ccccc2NC(=O)N1Cc1ccccc1	0.1	-0.56	-1	1583	-1	0	12	2.3	7	3	nt
O=C(CCN1CCOCC1)Nc1c(-c2ccccc2)c2cc(Br)ccc2[nH]c1=O	0.2	nt	1	1400	-5	0	2	-0.1	10	-7	-57
Cn1c(SC2=CS(=O)(=O)c3ccccc32)nc2ccccc21	1.8	nt	0	1444	2	99*	5	2.7	3	5	-3
O=C(CCSc1ccccc1)Nc1nc2c(s1)CCCC2	0.3	0.75	2	1616	-2	-3	-2	8.1	5	21	nt
CS(=O)(=O)n1nc(OC(=O)c2cccc3ccccc23)cc1N	-3.5	-2.1	3	1819	-4	-6	6	0.8	-1	11	11
C/C(=N/NC(=O)c1cc2ccccc2cc1O)C1C(=O)c2ccccc2C1=O	0.4	4.8*	-1	1462	0	81*	5	0.8	8	-4	nt
CCc1nnc(NC(=O)CSc2nc(-c3ccc(OC)cc3)ns2)s1	0.5	0.028	-1	1535	0	-10	-4	2.2	1	-5	7
Cc1nc(C(F)(F)F)c(C(=O)N/N=C(\N)c2ccccn2)s1	-0.4	0.35	-8	1599	-2	96*	4	-0.7	-4	-15	1
COCCn1nnnc1SCC(=O)Nc1ccc2c(c1)OCO2	-0.7	0.86	2	1656	2	-3	3	1.7	0	3	6
CCC(=O)Nc1ccc(NC(=O)CSc2nc3cc4c(cc3cc2C)CCC4)cc1	1.5	nt	-4	1499	-4	24	7	3.1	8	-12	nt
COc1ccc(-n2c(O)c(/C=N/NS(=O)(=O)c3cc(C)ccc3C)c3ccccc3c2=O)cc1OC	-0.6	nt	3	1656	-1	0	10	4.0	-1	2	-8
CC(C)c1ccc(Nc2nnc(SC3CCOC3=O)s2)cc1 (stereo not drawn)	0.2	nt	-3	1612	-2	1	-3	2.4	2	-11	10
COc1ccc(OC)c(/C=N/NC(=O)CC2C(=O)NN=C2C)c1 (stereo not drawn)	-2.8	nt	-2	1636	4	-6	0	-0.1	-2	6	nt
Cc1cc(C)c(S(=O)(=O)N(CC(=O)N2CCOCC2)C2CCCCC2)c(C)c1	0.4	nt	8	1596	3	-2	14	-0.1	-7	4	12
CCOC(=O)N1CCN(C(=O)C2CCC(CNS(=O)(=O)c3ccccc3)CC2)CC1 (stereo not drawn)	1.4	nt	4	1413	-5	-5	7	1.2	2	-5	0
(continued)
SMILES	DTT redox prof	ROMK primary	PPARg SRC1 recr	SRC2 TRFRET art	Efa HMGR inh	L major viab	PPARg SRC2 recr	RAM inhibit	PPARg SRC3 recr	bIAP inhibitor	S1P3 antagonist
O=C(Nc1nncs1)c1cccc(S(=O)(=O)N2CCCC2)c1	-2.4	nt	6	1508	-1	-8	-3	-0.3	4	8	-35
COc1ccc(C(O)(c2ccccc2OC)C(CN2CCOCC2)c2ccccc2)cc1 (stereo not drawn)	0.4	-0.22	8	1474	-3	22	2	0.2	4	-3	5
Cc1ccc(-n2c(SCC(=O)Nc3cc(C)on3)nc3c([nH]c4ccccc43)c2=O)cc1	-1.0	nt	8	1336	-6	10	-3	5.5	-5	14	nt
CC(=O)C1=C(c2ccccc2)NC(=O)NC1c1ccccc1OCC#N (stereo not drawn)	0.2	-0.45	3	1494	3	-3	4	2.9	-2	14	6
COc1cc(S(=O)(=O)N2CCCCCC2)ccc1Cl	-0.8	nt	-4	1486	-7	3	-2	1.6	-2	nt	5
O=C(Nc1ccccc1)c1ccc(NCCc2ccccc2)c([N+](=O)[O-])c1	0.8	nt	-2	1444	-9	-8	2	1.9	1	45	1
CCOc1ccc(/C=C(\C(=O)O)c2ccc(S(=O)(=O)N3CCOCC3)s2)cc1OC	0.0	-1.1	5	1420	2	-3	-2	-1.0	5	5	-16
COc1ccc(CC(=O)Nc2cc(=O)n(C)c(=O)n2C)cc1	-1.5	nt	-2	1556	3	3	-5	0.9	0	-1	-15
CCOc1ccc(/C=C(/NC(=O)c2ccccc2Cl)C(=O)O)cc1	0.1	0.22	7	1529	-1	-2	2	4.8	0	-7	-5
C=CCn1c(SCC(=O)NCc2cccs2)nnc1C1CCCCC1	-2.4	0.16	9	1713	-10	-6	0	2.0	9	6	-31
CC(C)CC(=O)NC(NC(=S)Nc1ccccc1)C(Cl)(Cl)Cl (stereo not drawn)	-0.5	-0.91	4	1637	-8	19	7	3.5	3	-15	-17
COC(=O)CSc1ccc2c(N)c(C(=O)OC)sc2c1	-1.1	-0.1	4	1822	-4	-7	-2	0.1	3	16	-3
O=C(CSc1ncn[nH]1)Nc1ccnc2ccccc12	0.3	nt	-2	1591	2	0	6	0.0	-2	-28	nt

Rows were taken by chance. Share with any hit: about 13%.
